# KB-3-1 cytotox – kills parental KB-3-1 adenocarcinoma cells. Potency, µM (highest dose often 46.1 µM), inactives show top-dose activity change, negative = cytotoxic, actives largely listed as cytotoxic. KB-3-1 viability, CellTiter-Glo ATP luminescence, 72 h. hit rate 1.4% among 400,000. AID 1347075; note: potency is the fitted concentration of half-maximal effect; % is set by controls: 0 for no effect and ±100 for the full control effect; nearly all actives have a fitted effect of over 60% in size
#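 Cells are dispensed, compounds pinned in, plates held at 37 °C for 72 h, then CellTiter-Glo is added and luminescence read after 10 minutes. Cell line: parental KB-3-1 in phenol-red-free DMEM, 10% FBS.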
# SW480 rereplic – DNA re-replication induction in SW480 cells; SW480 DNA re-replication, Hoechst DNA content imaging, 48 h; Potency, µM (highest dose often 46.1 µM), for inactives: at the top dose re-replication activation, actives largely listed as activators; hit rate 1.8% among 340,000; AID 624297; note: potency is the fitted concentration of half-maximal effect; % of control where 0% means no effect; nearly all actives have a fitted effect of over 55% in size
#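 Compounds, transferred as 23 nL by pin tool, were incubated with cells for 48 hr; DNA content per nucleus was then quantified by Hoechst staining and fluorescence plate imaging.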
# IL-1B inflam inh – inflammasome signaling inhibition, IL-1 beta readout | THP-1 LPS/ATP IL-1B secretion, AlphaLISA, 16 h; active compounds read low | activity change, % at 57.5 µM | hit rate 4.7% among 360,000 | AID 743279; in the data active = activity change below about -50%; inconclusive = mostly about -30% to -49%; note: % is set by controls: 0 for no effect and ±100 for the full control effect
#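 Secreted IL-1B measured by AlphaLISA bead assay after 16 h compound exposure of THP-1 cells; compounds (final up to 57.5 uM) added 1 h before LPS (250 ng/mL) and ATP (1.25 mM) stimulation; lower signal means less secretion.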
# GLP1R ag – GLP-1 receptor (human) agonism; Potency, µM (doses to about 45.6 µM), inactives show at the highest dose activation, hits mostly activators; HEK293 GLP-1R CRE-luciferase, luminescence, 4-6 h; cells express a hypersensitive GLP-1R form; hit rate 0.007% among 380,000; note: potency is the fitted concentration of half-maximal effect; % of control where 0% means no effect
# Target sequence (P43220 whole entry, looked up): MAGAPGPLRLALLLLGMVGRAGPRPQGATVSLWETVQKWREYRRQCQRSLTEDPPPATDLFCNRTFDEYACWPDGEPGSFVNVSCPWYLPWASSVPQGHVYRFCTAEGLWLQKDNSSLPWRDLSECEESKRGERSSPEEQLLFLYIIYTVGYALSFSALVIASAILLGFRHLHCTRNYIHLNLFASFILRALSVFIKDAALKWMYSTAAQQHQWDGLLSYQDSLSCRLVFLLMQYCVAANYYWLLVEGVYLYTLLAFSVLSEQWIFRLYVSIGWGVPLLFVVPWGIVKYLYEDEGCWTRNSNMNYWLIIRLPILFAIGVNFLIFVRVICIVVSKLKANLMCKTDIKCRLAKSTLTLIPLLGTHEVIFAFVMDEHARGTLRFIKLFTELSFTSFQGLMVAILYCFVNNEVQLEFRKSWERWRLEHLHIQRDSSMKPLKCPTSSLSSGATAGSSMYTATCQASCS
# KB-V1 cytotox – KB-V1 MDR subline cytotoxicity; KB-V1 MDR cells viability, CellTiter-Glo, 72 h; Potency, µM (highest dose often 46.1 µM), without a hit: at the top dose activity change, negative = cytotoxicity, most hits filed as cytotoxic; hit rate 3.4% among 400,000; note: potency is the fitted concentration of half-maximal effect; % is set by controls: 0 for no effect and ±100 for the full control effect; nearly all actives have a fitted effect of over 60% in size
#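 KB-V1, DMEM (no phenol red) + 10% FBS; cpd pin-transferred, titration series; 72 h, 37 degrees C; CellTiter-Glo, luminescence. Data normalized, curve-fit.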
# HT1080NT lethal – kills 2HG-producing HT-1080-NT fibrosarcoma cells | HT-1080-NT fibrosarcoma viability, CellTiter-Glo ATP luminescence, 48 h | hit rate 1.6% among 360,000 | Potency, µM (highest dose often 46.1 µM), for inactives: top-dose activity, negative = less viability, usual class: cytotoxic;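 note: NT is the 2HG producing partner of a matched IDH1 knockdown line; potency is the fitted concentration of half-maximal effect; 0% = DMSO-treated cells and -100% = media-only wells without cells; nearly all actives have a fitted effect of over 55% in size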
#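 750 cells/well, RPMI + 5% FBS; 2 h settle, compound pin-transfer, 48 h at 37 degrees C. CellTiter-Glo 10 min RT, luminescence. Normalized to DMSO and media-only wells.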
# DRD3 agonist – activates the human D3 dopamine receptor; D3R DiscoveRx beta-arrestin cells, luminescence, 90 min; hit rate 0.58% among 410,000; max activation, %; in the data active = max activation above about 30%; note: 0% is about no effect; mostly tested at two doses, the higher about 12 µM
# Target sequence (P35462 whole entry, looked up): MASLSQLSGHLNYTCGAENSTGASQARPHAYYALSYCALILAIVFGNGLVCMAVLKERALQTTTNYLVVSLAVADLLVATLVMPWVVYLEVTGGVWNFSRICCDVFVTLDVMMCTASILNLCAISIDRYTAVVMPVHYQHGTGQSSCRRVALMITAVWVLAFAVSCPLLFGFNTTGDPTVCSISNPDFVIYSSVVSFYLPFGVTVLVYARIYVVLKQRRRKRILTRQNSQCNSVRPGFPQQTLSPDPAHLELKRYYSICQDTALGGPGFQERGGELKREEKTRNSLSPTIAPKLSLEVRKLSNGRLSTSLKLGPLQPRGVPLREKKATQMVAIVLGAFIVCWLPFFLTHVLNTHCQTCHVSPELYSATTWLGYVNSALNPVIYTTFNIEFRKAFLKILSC
#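 Agonist-mode cell screen: cells plated at 1500/well and incubated overnight at 37 °C, then exposed to library compounds for 90 min at 37 °C. Detection reagent was added for 30–60 min at room temperature, and luminescence was read.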
# HT1080 IDH1KD tx – HT-1080 IDH1 knockdown cell toxicity (counter line) | hit rate 2% among 360,000 | AID 686971 | Potency, µM (highest dose often 46.1 µM), for inactives: at the highest dose activity, negative = toxicity, hits mostly cytotoxic | HT-1080 IDH1 knockdown viability, ATP luminescence, 48 h;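 note: potency is the fitted concentration of half-maximal effect; 0% = DMSO wells and -100% = cell-free medium wells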
#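 In this qHTS, HT-1080 cells depleted of IDH1 are exposed for 48 h at 37 °C to compound titrations. Toxicity is scored from CellTiter-Glo luminescence, with DMSO as full viability and medium alone as none.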
# D3 antag – antagonists of human D3 dopamine receptor | hit rate 2.5% among 360,000 | D3R cells, DiscoveRx beta-arrestin luminescence, antagonist mode; active compounds read low | max response, negative = inhibition, %; in the data active = max response below about -50%; inconclusive = no clear call, values can overlap the other calls; note: % is set by controls: 0 for no effect and ±100 for the full control effect; mostly tested at two doses, the higher about 12 µM
#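 Cells plated overnight at 1500 cells/well, then exposed to library compounds with dopamine controls for 90 minutes at 37 degrees C. DiscoveRx reagent added for 30–60 minutes at room temperature; luminescence read, quantitative HTS format.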
# The depositor's hits bear a star; ? = inconclusive; · = not tested or not shown. Unless noted, calls come from the whole dose curve; as a rule, active = well fitted curve in the direction sought with a large enough effect; inconclusive = small, poorly fitted or top-dose-only effect, or another doubt; inactive = no such curve, though single readings can be large; an effect the other way counts as inactive or inconclusive. The order is random. Share with any hit: about 12%.
nr	mol	KB-3-1 cytotox	SW480 rereplic	IL-1B inflam inh	GLP1R ag	KB-V1 cytotox
1	CCCOc1cccc(C2C(C(=O)c3ccco3)=C(O)C(=O)N2CCN(CC)CC)c1 (stereo not drawn)	8.5%	-0.4%	-2.7	2.8%	0.0%
2	CCOC(=O)c1c(NC(=O)C2(C)Cc3ccccc3C(=O)O2)sc2c1CCCC2 (stereo not drawn)	-4.0%	1.8%	10.1	0.4%	0.0%
3	CCN1CCN(c2cc(C)nc(-c3ccccc3O)n2)CC1	-17.4%	-5.0%	-69.0*	0.1%	-7.3%
4	CC(C)OC(=O)CC1C(=O)NCCN1C(=S)NC(=O)c1ccccc1Cl (stereo not drawn)	-16.2%	1.4%	-13.0	3.8%	0.0%
5	Cc1cccc(C(=O)N[C@H](C(=O)Nc2ccc(C)c(S(=O)(=O)N(C)C)c2)C(C)C)c1	0.9%	-4.3%	-10.3	-0.2%	8.8%
6	CC[C@H](C)[C@@H](C(=O)N1CCNCC1)n1cc([C@@H](N)Cc2ccc(O)cc2)nn1	-5.0%	3.3%	19.2	-2.4%	3.3%
7	COC(=O)c1ccc(-c2ccco2)n1Cc1cc(C)ccc1C	-17.0%	6.5%	-4.8	-1.7%	-16.9%
8	COc1cc(NS(=O)(=O)c2ccc(C)cc2C)cc(OC)c1OC	?	1.7%	24.4	5.3%	?
9	OC(CN1C2=NCCN2c2ccccc21)c1ccccc1 (stereo not drawn)	0.3%	-3.1%	0.0	-0.3%	?
10	Cc1ccc(C(=O)NCc2cccnc2)cc1S(=O)(=O)Nc1ccccc1	?	11.8%	15.8	4.2%	0.9%
11	C/C=C\C=C/C(=O)Nc1cccc(C2=NOC3(C2)C[C@@H](C(N)=O)N(C(=O)/C=C/C=C\C)C3)c1 (stereo partly drawn)	13.3%	0.6%	-4.6	1.4%	1.1%
12	Cc1nc(SCc2nc3ccc([N+](=O)[O-])cc3[nH]2)c2oc3ccccc3c2n1	3.4%	-11.5%	·	16.4%	-2.7%
13	COc1ccc(NC(=O)/C=C/c2ccc3c(c2)OCO3)cc1	-19.3%	-3.7%	-6.9	-3.4%	-16.9%
14	Cc1ccc(N2CCN(CCCN3C(=O)C4CCCN4C3=O)CC2)cc1 (stereo not drawn)	13.0%	-5.4%	0.4	-0.1%	1.4%
15	COc1ccc(-c2csc(/N=C/N(C)C)n2)cc1OC	4.4%	2.6%	-0.3	19.6%	0.2%

nr	HT1080NT lethal	DRD3 agonist	HT1080 IDH1KD tx	D3 antag
1	0.1%	-0.1	3.9%	10.5
2	0.8%	-3.4	-10.1%	-9.9
3	-13.3%	-12.2	-11.3%	-21.1
4	-5.2%	-12.5	17.4%	-14.1
5	3.5%	0.3	1.3%	18.1
6	-0.8%	6.6	6.2%	16.3
7	-6.0%	-4.5	-5.2%	-22.3
8	-27.1%	15.5	-39.0%	14.1
9	3.8%	4.3	-17.4%	5.2
10	-8.0%	2.5	-11.3%	8.4
11	9.5%	0.9	-1.6%	-19.9
12	·	·	·	·
13	11.4%	-0.3	-0.7%	20.5
14	0.3%	-15.3	-0.2%	-26.6
15	3.3%	-0.9	0.9%	10.1

# Results in sequence from the list.
# KB-3-1 cytotox, compounds 2–6 → -4.0%, -17.4%, -16.2%, 0.9%, -5.0%
# HT1080 IDH1KD tx, compounds 2–6 → -10.1%, -11.3%, 17.4%, 1.3%, 6.2%
# HT1080NT lethal, compounds 2–6 → 0.8%, -13.3%, -5.2%, 3.5%, -0.8%

# One compound at a time, from the list above. Screens in order: KB-3-1 cytotox	SW480 rereplic	IL-1B inflam inh	GLP1R ag	KB-V1 cytotox	HT1080NT lethal	DRD3 agonist	HT1080 IDH1KD tx	D3 antag
# Shown for COc1cc(NS(=O)(=O)c2ccc(C)cc2C)cc(OC)c1OC → ?	1.7%	24.4	5.3%	?	-27.1%	15.5	-39.0%	14.1
# Shown for C/C=C\C=C/C(=O)Nc1cccc(C2=NOC3(C2)C[C@@H](C(N)=O)N(C(=O)/C=C/C=C\C)C3)c1 (stereo partly drawn) → 13.3%	0.6%	-4.6	1.4%	1.1%	9.5%	0.9	-1.6%	-19.9

# (listing goes on)
nr	mol	KB-3-1 cytotox	SW480 rereplic	IL-1B inflam inh	GLP1R ag	KB-V1 cytotox
16	CCCC12CN3CCN(CC(C3)/C1=N\NC(=O)c1ccccc1N)C2	4.6%	-3.9%	-3.7	7.0%	8.7%
17	CC1(C(=O)O)CCC(C(=O)Nc2ccc(Cl)c(Cl)c2)C1(C)C (stereo not drawn)	0.9%	24.0%	20.2	3.0%	4.7%
18	COC(=O)c1sc(NC(=O)COc2c(C)cccc2C)nc1C	-4.8%	-0.1%	34.0	-0.3%	-27.4%
19	CC(=O)N1CCN(Cc2nc3cc(NC(=O)Cn4nc(C)c5ccccc5c4=O)ccc3n2C)CC1	1.7%	9.6%	0.0	0.5%	-0.1%
20	NC(=O)NC(Cc1ccccc1)c1ccccc1 (stereo not drawn)	-0.6%	-5.7%	-8.1	0.0%	7.7%
21	O=C(NCCCCO)c1ccc2c3c(cccc13)CC2	12.9%	-4.8%	32.0	0.2%	-10.1%
22	Cc1cnc(C(=O)OCC(=O)N(C)CC(=O)Nc2ccccc2Cl)cn1	-17.6%	2.1%	7.6	-9.9%	2.6%
23	CCOCCCn1c(=S)[nH]c2cc(C(=O)NC3CCCCC3C)ccc2c1=O (stereo not drawn)	7.9%	-11.3%	7.0	-2.0%	0.8%
24	CC1CCN(C(=O)COc2ccc(S(=O)(=O)N3CCCC3)cc2)CC1	-4.8%	-8.4%	27.4	9.5%	-3.2%
25	CC(=O)SC1CC(=O)C=C2CCC3C4CCC(=O)OC4(C)CCC3C21C (stereo not drawn)	-10.9%	-11.8%	-13.0	-4.4%	12.2%
26	Cn1c(N)c(C(=O)COC(=O)c2ccc(Br)o2)c(=O)n(C)c1=O	4.0%	1.4%	3.5	-6.5%	25.7%
27	CCc1ccccc1Cn1c(=O)oc2cccnc21	2.3%	-7.8%	3.7	0.9%	7.8%
28	Cc1cc(C)n(C(=O)/C(C#N)=N\Nc2ccccc2[N+](=O)[O-])n1	13.2%	2.2%	-1.4	-0.1%	6.1%
29	C[C@@H]1CN([C@@H](C)CO)C(=O)CCCn2nncc2CO[C@@H]1CN(C)S(=O)(=O)c1cccc(C#N)c1	2.2%	·	-5.0	-3.7%	1.7%
30	c1coc(-c2nn3c(Cn4nnc5ccccc54)nnc3s2)c1	18.0%	-7.7%	-0.6	-4.4%	13µM*

nr	HT1080NT lethal	DRD3 agonist	HT1080 IDH1KD tx	D3 antag
16	1.4%	-5.6	7.3%	-17.5
17	2.1%	3.4	-0.3%	0.0
18	-1.0%	-4.4	-0.7%	10.8
19	-4.7%	-4.1	0.8%	-27.7
20	3.7%	0.2	5.8%	-18.5
21	7.2%	-11.0	7.1%	-8.7
22	4.9%	-2.1	5.1%	3.9
23	-1.1%	-2.7	9.6%	-23.7
24	4.7%	3.4	-4.3%	-2.8
25	7.8%	0.6	4.0%	-12.6
26	5.6%	-3.8	1.0%	18.1
27	4.6%	3.7	1.8%	23.4
28	5.9%	6.4	6.9%	11.0
29	-1.0%	-8.1	-4.1%	-7.3
30	-0.5%	-0.3	0.8%	15.7

# Continuation:
nr	mol	KB-3-1 cytotox	SW480 rereplic	IL-1B inflam inh	GLP1R ag	KB-V1 cytotox
31	COc1ccc(C)cc1NC(=O)CNC(C)C(=O)Nc1cc(Cl)ccc1Cl (stereo not drawn)	-12.1%	-15.5%	19.7	12.2%	?
32	Cc1cccc(C)c1OCC(=O)N/N=C/c1ccncc1	0.9%	16.4%	-14.1	11.6%	1.4%
33	Cc1cccc(-c2nc(=S)c3c(o2)CCCC3)c1	3.6%	22.7%	-1.6	1.6%	11.6%
34	CC1(C(=O)NCc2ccccc2)Cc2c(-c3cccc(C(N)=O)c3)ccnc2O1 (stereo not drawn)	6.51µM*	·	37.8	5.1%	-1.5%
35	NC(N)=NS(=O)(=O)c1ccc(N/C=C/C(=O)c2ccc(Cl)c(Cl)c2)cc1	-4.1%	14.6µM*	-14.8	9.1%	-0.9%
36	COc1ccc(-c2cnc3c(-c4ccc(F)cc4)cnn3c2N)cc1	-6.0%	?	-1.5	13.9%	29.8%
37	Oc1ccc(C[C@H]2CNCCN2CCc2cc(C(F)(F)F)cc(C(F)(F)F)c2)cc1	?	5.1%	?	20.3%	-21.9%
38	CCOC(=O)C1C(=O)CC(O)(c2ccccc2)CC1c1ccccc1 (stereo not drawn)	0.9%	1.6%	-1.6	11.7%	23.1µM*
39	Cc1ccc2[nH]c(=O)c(-c3noc(C(C)C)n3)cc2c1	2.0%	-6.7%	2.5	-3.0%	-8.5%
40	O=C1N[C@@H](Cc2ccccc2)C(=O)N2[C@H]1C[C@]1(Br)c3ccccc3N(S(=O)(=O)c3ccccc3)[C@H]21	27.5%	-10.5%	-4.2	-1.0%	16.4%
41	COc1ccc(C(c2sc3ncnn3c2O)N2CCN(c3ccccc3F)CC2)cc1OC (stereo not drawn)	2.91µM*	-3.7%	-2.6	11.8%	1.64µM*

nr	HT1080NT lethal	DRD3 agonist	HT1080 IDH1KD tx	D3 antag
31	0.0%	-3.7	-0.8%	20.1
32	-5.8%	7.5	-11.7%	2.9
33	15.5%	-10.4	21.9%	27.1
34	?	-7.1	?	-16.1
35	0.6%	5.0	9.6%	4.1
36	12.8%	-4.6	8.9%	21.2
37	?	-8.4	-0.4%	0.1
38	-7.6%	-10.0	-10.1%	0.0
39	4.1%	3.7	6.6%	2.3
40	?	4.1	6.4%	12.4
41	-1.2%	3.1	-5.0%	12.6
